# SIAE inh = human SIAE inhibitors, primary screen, biochemical, fluorescence polarization, FP-Rh probe, 1536-well HTS. inhibition, % at 9.66 µM. hit rate 0.69% among 370,000. Sialate O-acetylesterase (Homo sapiens), Q9HAT2. SIAE FP-Rh probe binding. AID 1053197, 2014;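 active means inhibition above a cutoff: mean of compounds within the control limits plus 3 SD of those, cut at about 17% in these data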;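 further: 0% = plate median of compound wells and 100% = probe without SIAE protein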
# NPR2 activator = human GC-B receptor activators, primary screen, HEK293 GC-B cells, cGMP TR-FRET, EC30 CNP. hit rate 0.11% among 370,000. activation, % at 10 µM. Atrial natriuretic peptide receptor 2 (Homo sapiens), P20594. 0% at EC30 CNP, 100% saturating CNP;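 active means activation at 10 µM reaching about 35% in either raw or pattern-adjusted values, limit read from the data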
# MBD2 inh = inhibitors of MBD2 binding to methylated DNA, primary screen, biochemical, TR-FRET, DNA-binding domain, human; Methyl-CpG-binding domain protein 2 (Homo sapiens), Q9UBB5; MBD2 binding to methylated oligonucleotide; inhibition, % at 4.4 µM; hit rate 0.31% among 370,000; AID 686964, 2013; in the data active means inhibition above about 13%
# Target sequence (Q9UBB5 whole entry, looked up, the tested form may be a part): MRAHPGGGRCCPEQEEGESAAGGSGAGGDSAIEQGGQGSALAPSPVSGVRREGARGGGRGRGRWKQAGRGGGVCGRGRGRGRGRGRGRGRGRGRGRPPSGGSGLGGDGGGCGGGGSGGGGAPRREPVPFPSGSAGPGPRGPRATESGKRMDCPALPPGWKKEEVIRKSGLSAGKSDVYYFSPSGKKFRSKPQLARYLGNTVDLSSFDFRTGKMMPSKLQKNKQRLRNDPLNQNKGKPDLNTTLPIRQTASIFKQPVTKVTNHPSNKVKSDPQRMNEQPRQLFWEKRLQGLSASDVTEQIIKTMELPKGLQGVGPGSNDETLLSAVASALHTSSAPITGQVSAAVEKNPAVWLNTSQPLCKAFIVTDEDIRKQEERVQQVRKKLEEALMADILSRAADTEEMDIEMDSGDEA
# PRMT1 inh = PRMT1 methyltransferase inhibitors, primary screen, biochemical, fluorescence polarization; Protein arginine N-methyltransferase 1 (Homo sapiens), Q99873; recombinant PRMT1, activity-based probe fluorescence polarization; inhibition, % at 2.79 µM; hit rate 1.3% among 370,000;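 active means inhibition above about 21% made by adding two undisclosed values, limit read from the data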
# TDP2 absorb = human TDP2 enzyme inhibitors, primary screen, biochemical, epi absorbance, recombinant enzyme. inhibition, % at 12.8 µM. T5PNP hydrolysis, p-nitrophenol absorbance 415 nm. AID 720702, 2013. hit rate 0.34% among 370,000. Tyrosyl-DNA phosphodiesterase 2 (Homo sapiens), O95551;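 active means inhibition above the mean of all tested compounds plus 3 SD, set per campaign, cut at about 25% in these data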;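 further: 0% = DMSO with enzyme and 100% = buffer with substrate but no TDP2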
# Target sequence (O95551 whole entry, looked up): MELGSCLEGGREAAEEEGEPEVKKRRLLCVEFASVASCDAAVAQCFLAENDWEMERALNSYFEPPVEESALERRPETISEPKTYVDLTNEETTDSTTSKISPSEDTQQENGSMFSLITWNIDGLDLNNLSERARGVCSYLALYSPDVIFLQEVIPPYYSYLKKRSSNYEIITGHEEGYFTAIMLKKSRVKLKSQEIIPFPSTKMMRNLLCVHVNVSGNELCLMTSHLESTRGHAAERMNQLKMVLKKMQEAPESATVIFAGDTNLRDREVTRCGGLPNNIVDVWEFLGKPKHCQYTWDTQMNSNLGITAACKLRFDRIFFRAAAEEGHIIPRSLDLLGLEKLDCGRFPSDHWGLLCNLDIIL
#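 Assay system: Recombinant human TDP2 | Quantity: 120 nM TDP2 per well | Incubation: 2 h at 37 °C | Signal: Epi absorbance | Evaluation: Percent inhibition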
# rCAG RNA binder = binders of r(CAG) RNA repeats, primary screen, biochemical, fluorescence | r(CAG) RNA repeat, TO-PRO-1 dye displacement fluorescence | inhibition, % at 3 µM | hit rate 1.3% among 370,000 | AID 651821, 2012;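 active means inhibition above the plate cutoff, the mean of all test compounds on that plate plus 3 SD, cut at about 35% in these data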;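 further: 0% = DMSO alone and 100% = 100 µM mitoxantrone as full dye displacement; higher means more dye released from RNA so lower well fluorescence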
# TCR-CD3 inh = inhibitors of human TCR-CD3 interaction, primary screen, biochemical, fluorescence, TAMRA-labeled TCR probe | inhibition, % at 9.4 µM | T-cell receptor (TCR) | hit rate 0.37% among 360,000; in the data active means inhibition above about 19%;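 further: recombinant mutant TCR 2C K166C tagged with TAMRA read by polarization; 0% = receptor in buffer alone and 100% = receptor with positive control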
# mABHD4 FP = ABHD4 inhibitors, primary screen, biochemical, fluorescence polarization, mouse | (Lyso)-N-acylphosphatidylethanolamine lipase (Mus musculus), Q8VD66 | AID 720543, 2013 | inhibition, % at 8.92 µM | purified mABHD4, FP-Rh probe fluorescence polarization | hit rate 0.54% among 370,000;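 active means inhibition exceeding the mean over every tested compound plus 3 SD, cut at about 30% in these data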;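 further: 0% = plate median of compound wells and 100% = S159A mutant with DMSO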
#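 Assay system: Wild-type mouse ABHD4 protein | Medium: HEPES pH 7.0 buffer, 150 mM NaCl, 0.01% Pluronic F-127 | Incubation: Enzyme–compound pre-incubation 45 min, then probe 60 min, both 25 °C | Technique: Fluorescence polarization with parallel and perpendicular emission, 525/598 nm | Evaluation: % inhibition of FP-Rh probe binding versus controls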
# HTRA1 inh = HTRA1 serine protease inhibitors, primary screen, biochemical, fluorescence polarization, HTS | Q92743 | recombinant HTRA1, FP-rhodamine activity-based probe | inhibition, % at 5.96 µM | hit rate 0.5% among 340,000; in the data active means inhibition above about 36%;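 further: 0% = enzyme with DMSO and 100% = wells lacking enzyme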
# LEDGF integ inh = blockers of LEDGF/p75-dependent integrase strand transfer – biochemical, TR-FRET, high throughput, primary screen. HIV-1 integrase (with human LEDGF/p75). TR-FRET IN-LEDGF/p75 DNA integration, Eu/Cy5. inhibition, % at 3.7 µM. hit rate 0.64% among 370,000;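 active means inhibition above the screen-wide mean plus 3 SD, cut at about 13% in these data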;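 further: signal is the Cy5 over europium emission ratio at 671 and 618 nm; 0% = plate median of compound wells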
# The depositor's hits bear a star; · = not tested or not shown. Some of the compounds tested (hit frequency here may not be typical).
SMILES,SIAE inh,NPR2 activator,MBD2 inh,PRMT1 inh,TDP2 absorb,rCAG RNA binder,TCR-CD3 inh,mABHD4 FP,HTRA1 inh,LEDGF integ inh
Cn1c(=S)[nH]c2c(c1=O)C(C)(C)Cc1ccccc1-2,2.7,17.9,-2.0,-4.7,1.0,-1.6,6.0,-1.7,-1.1,-3.1
O=C(/C=C/c1ccc(S(=O)(=O)N2CCOCC2)cc1)NC(=S)NCCCn1ccnc1,0.1,1.8,1.0,1.6,11.3,1.9,2.2,3.7,3.5,-0.7
CSCCCN1CCC(n2nccc2NC(=O)CCCc2ccccc2)CC1,7.4,-0.8,4.4,-4.0,0.7,-8.6,-2.1,8.0,5.1,-4.9
O=c1c(F)cn(C2CCCO2)c(=O)n1Cc1ccccc1Cl (centres undefined),2.1,4.6,1.1,4.0,-4.8,-0.2,4.6,-3.5,-1.9,-4.7
O=c1[nH]c2ccccc2c(=O)n1Cc1ccco1,1.0,7.5,0.0,-2.3,-5.9,0.2,4.7,3.3,1.6,-1.2
O=C(C1CC1)N1N=C(c2cccc(Br)c2)CC1(O)C(F)(F)F (centres undefined),-5.8,-18.9,3.0,-0.5,-12.3,-2.2,-5.9,-7.9,-9.3,-3.9
Cc1ccc(Cn2cnc3sc4c(c3c2=O)CCC4)c(C)c1,-7.9,-0.3,-1.0,-1.4,3.0,-2.0,-1.9,-13.1,3.8,2.0
CC1CCCN(C(=O)c2ccc(NS(=O)(=O)c3cccc([N+](=O)[O-])c3)cc2)C1 (centres undefined),-9.8,5.6,-5.5,-0.1,-22.9,19.4,-6.1,-10.1,0.9,3.9
CCC1(CC)C(=O)NN(c2ccccc2)C1=O,-6.1,10.1,4.5,-2.4,1.3,0.6,0.5,-5.6,2.2,-0.2
Cc1ccc(CN2CCCCC(NC(=O)c3ccc(N(C)C)cc3)C2=O)cc1 (centres undefined),0.3,-1.4,2.3,4.9,1.5,4.8,·,5.4,·,-3.7
COc1ccc(-n2nc(C(=O)NCC(=O)N3CCN(C)CC3)c3ccccc3c2=O)cc1OC,1.2,-2.9,1.1,-2.2,-11.6,-3.1,2.6,-8.1,7.8,1.9
O=C(Nc1cccc(-c2cn3ccccc3n2)c1)c1ccccc1,-2.5,3.2,0.3,-0.9,1.6,1.7,-1.3,-8.2,-20.8,-3.2
O=C1CC(N2CCC(c3nc4ccccc4o3)CC2)C(=O)N1c1ccc(Cl)c(C(F)(F)F)c1 (centres undefined),-6.7,-1.0,2.0,13.8,3.5,1.2,2.6,-4.7,-31.0,0.1
CC(=O)c1ccc(N(C(=O)c2ccco2)C(C(=O)NC2CCCC2)c2ccc(N3CCOCC3)cc2)cc1 (centres undefined),1.3,-0.1,0.2,-0.6,-8.1,-3.5,3.4,2.0,3.1,-5.3
COc1ccc(NS(=O)(=O)c2csc(C(=O)N3CCCC3)c2)cc1,-3.5,-1.7,1.9,4.8,3.6,-2.4,4.5,-1.4,4.5,-1.7
O=C(Nc1cccc(S(=O)(=O)N2CCCCCC2)c1)C1=COCCO1,-1.8,1.3,2.3,-1.6,5.6,0.9,3.3,-2.5,-6.9,2.8
Cc1ccccc1C(=O)c1cccn1CC(=O)NC1CCCC(C)C1C (centres undefined),-2.6,-1.0,2.0,0.0,0.1,-8.4,-1.9,2.5,-18.1,-1.9
CC(=O)NS(=O)(=O)c1ccc(NC(=O)c2cc3c(=O)n4ccccc4nc3s2)cc1,-39.9,-2.5,-1.1,7.9,0.4,4.4,-3.3,7.5,3.6,-3.6
CCOc1ccc(NC(=O)c2sc(NC(C)=O)c(C(=O)OC)c2C)cc1,-2.3,2.5,1.6,0.1,-12.8,1.3,-0.7,1.8,-2.4,-1.3
Cc1ccc(NC(=O)C2CCN(S(=O)(=O)c3cccc4nonc34)CC2)nc1,0.6,-0.4,8.2,2.1,-7.2,7.6,-3.1,-5.0,4.7,-2.1
O=C1c2ccccc2C(Nc2ccc(Cl)cn2)N1c1ccccn1 (centres undefined),0.6,-8.3,4.2,3.3,2.5,1.4,0.0,-2.3,-7.8,-1.5
CCOC(=O)C1(C)CCCN1C(=O)c1csnn1 (centres undefined),-3.8,0.0,-7.1,-2.1,-7.5,1.8,-1.0,-1.8,·,3.5
CCCOc1ccc2c(CC)cc(=O)oc2c1C,-4.1,-3.7,0.8,2.1,-9.8,0.1,-1.9,4.3,-4.8,-0.1
Cc1ccccc1NS(=O)(=O)c1cccc2nonc12,3.2,2.5,-2.2,-2.8,14.8,3.2,9.5,8.2,7.7,2.2
CCN(CC)S(=O)(=O)c1ccc(SCC(=O)c2c(N)n(C3CC3)c(=O)[nH]c2=O)nc1,3.4,-10.3,6.3,7.0,-12.2,3.0,-1.5,-4.4,5.8,-4.7
CC1CCCN(C(=O)Cn2nnc(-c3ccc([N+](=O)[O-])cc3)n2)C1 (centres undefined),-4.3,2.3,0.8,0.3,-5.3,-3.7,-6.0,6.9,3.8,-1.9
CN(c1ccc(C(=O)Nc2ccc(S(=O)(=O)N3CCCC3)cc2)cc1)S(C)(=O)=O,-6.5,1.1,-0.8,5.1,-0.3,1.3,-0.5,3.4,·,-3.4
CC(=O)CCc1oc2ccc([N+](=O)[O-])cc2c1-c1ccc(C)o1,-0.1,-0.8,1.1,-0.2,0.2,0.6,5.1,-9.4,0.0,1.3
CCn1c(SC)nnc1-c1nn(-c2ccccc2)ccc1=O,3.2,3.3,-1.1,-0.6,5.6,-4.3,4.6,0.3,-2.8,6.9
CCOC(=O)N1CCC(NC(=O)c2cc(S(=O)(=O)N3CCc4ccccc43)cn2C)CC1,0.5,-4.9,3.1,-0.2,5.6,-4.1,2.3,8.5,4.6,-1.4
CC12CC(NC(=O)N1c1cccc(C(=O)N3CCN(c4ccccn4)CC3)c1)c1ccccc1O2 (centres undefined),1.9,5.0,3.1,-1.8,5.0,-6.1,5.1,-2.7,-4.3,0.1
CCCCN(CC)CCNC(=O)c1cn(CCOC)c(=O)c2c1c1ccccc1n2C,5.0,-11.0,1.3,4.3,-3.2,3.8,0.8,1.3,7.0,1.5
CN1C(=O)N(CC(=O)Nc2cccc(S(=O)(=O)N(C)c3ccccc3)c2)C(=O)C12CCCCC2,-2.2,2.7,1.9,-0.5,-22.6,6.7,-4.4,-17.3,-5.6,-0.2
O=C(O)Cn1cnc2c(oc3ccccc32)c1=O,-7.8,-1.8,-7.9,-3.4,-4.4,1.1,6.3,-8.1,7.7,6.7
Cc1ccc(SCCC(=O)N2CCOCC2)cc1,-3.8,1.7,6.0,-1.2,-8.1,-4.2,11.1,5.8,-4.0,-6.1
Cc1ccc(S(=O)(=O)N(CC(=O)N2CCc3ccccc3C2)c2cccc(Cl)c2)cc1,-3.5,-7.5,6.9,-0.5,13.9,-2.7,-5.6,-4.8,-51.5,0.8
CCCC(=O)Nc1nnc(CC(=O)N2CCCC2)s1,-2.2,4.4,-1.9,0.7,-3.4,2.0,4.1,-2.7,-6.5,1.0
CCOC(=O)C(C)Sc1ncc(-c2ccccc2)cn1 (centres undefined),2.9,-4.4,2.9,-4.4,10.8,-1.1,3.3,-5.4,-6.2,-0.2
CN(Cc1ccccc1)C(=O)c1[nH]cnc1C(=O)Nc1ccc(Br)cc1F,-7.5,-7.3,5.9,2.0,-4.2,5.7,-3.7,-11.5,-24.2,-5.8
CCN(CC)CCN(C(=O)c1ccc2ncsc2c1)c1nc2cc3c(cc2s1)OCO3,0.8,-7.2,2.1,53.5*,4.3,-2.5,-2.3,-1.2,15.3,-9.2
Cc1nc(SCC(=O)c2c(N)n(C3CC3)c(=O)[nH]c2=O)[nH]c(=O)c1CCO,2.4,-3.2,-0.5,2.1,4.7,2.4,5.9,2.0,1.6,-0.8
COc1cc2ccccc2cc1C(=O)N1CCN(C(C)=O)CC1,21.7*,3.4,-3.4,-3.0,2.3,-0.2,1.0,0.3,4.6,4.3
Cn1c(-c2cccs2)[n+](C)c2ccccc21,-1.9,-0.5,-4.3,-2.9,10.6,-1.5,-0.1,-3.0,0.8,6.4
Cn1c(SCc2cccc([N+](=O)[O-])c2)nc2ccccc2c1=O,0.2,4.4,-6.6,-2.9,-10.8,-0.3,0.5,-1.9,-5.7,7.5
O=C1OC(c2ccccc2)=C/C1=C/c1cccs1,2.5,-7.6,3.4,10.5,-2.8,14.5,-5.4,1.4,-23.7,6.7
CCc1ccc(C2C(C#N)=C(N)N(N3CCOCC3)C3=C2C(=O)CC(C)(C)C3)s1 (centres undefined),11.8,5.4,-5.4,1.1,6.4,0.4,5.9,3.9,-0.1,0.4
CCCCS(=O)CC(COC)OC(=O)c1ccccc1 (centres undefined),0.1,3.5,1.9,-0.3,-4.8,-3.2,5.9,5.1,1.7,-4.0
CCN(CC)c1ccc2cc(-c3nc4ccccc4n3C)c(=O)oc2c1,-2.1,5.8,-3.9,5.2,7.1,-21.9,-3.4,-6.3,3.3,-2.0
OC(CNCc1ccccc1)(c1ccccc1)c1ccccc1,6.0,-15.7,-5.9,-0.6,-7.9,-7.1,-0.5,-2.2,-7.1,0.1
O=C(CC1CCCCC1)NCc1ccccc1,2.4,0.2,6.1,5.1,6.2,-2.6,-1.3,2.9,2.8,-1.4
CCn1c(C)nc2cc(C(=O)NN=C(C)c3ccc(C#N)cc3)ccc21,-4.2,7.6,8.6,8.9,-12.8,3.9,-2.3,-17.5,-1.1,-1.0
Cc1ccc(S(=O)(=O)N2CCCCC2)cc1NC(=O)C1CCC1,-6.2,7.3,-3.0,-0.1,3.4,0.9,15.2,3.0,-6.1,4.9
CCOc1ccc(S(=O)(=O)N2CCCC(C(=O)NCc3cccnc3)C2)cc1 (centres undefined),-0.4,-4.8,-3.0,-4.3,14.7,-5.8,6.3,-2.5,3.2,4.0

# Source: PubChem BioAssay (several laboratories)
